Assay outcomes (PubChem BioAssay)
dFosB activator: enhances mouse delta FosB homodimer DNA binding | activation, % at 25 µM | purified delta FosB, TAMRA-CDK5 oligo fluorescence polarization; percent of positive-control signal above neutral wells | AID 493131 | actives 0.99% (n = 340,000);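 active = mean activation above about 17%, with every replicate also reaching it, limit read from the data, passing the limit was not always enough; inconclusive = only one of the two conditions met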;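 also: fluorescence polarization rise as delta FosB binds a TAMRA Cdk5 AP-1 oligo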
Wnt bcat act: activates Wnt/beta-catenin signaling in a reporter cell assay; activator, plate reader; activation, % at 9.35 µM; actives 1.2% (n = 300,000); in the data active = activation above about 30%, passing the limit was not always enough; inconclusive = no clear call, values can overlap the other calls;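 also: 0% = neutral control wells and 100% = positive control wells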
PvdQ acylase: P. aeruginosa PvdQ acylase inhibition; purified PvdQ acylase, fluorescence plate reader; inhibition, % at 10 µM; actives 0.063% (n = 340,000); AID 488965; in the data active = inhibition above about 30%, passing the limit was not always enough; inconclusive = no clear call, values can overlap the other calls;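 also: 0% = vehicle neutral wells and 100% = reference inhibitor wells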
SR-BI DiI inh: mouse SR-BI HDL lipid transfer inhibition; Q61009; ldlA[mSR-BI] CHO cells, DiI-HDL uptake fluorescence, 3 h; inhibition, % at 12.5 µM; actives 0.96% (n = 320,000); AID 488896;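 active = mean replicate inhibition of at least 70% and a set share of replicates each scoring 70 or more; inconclusive = meets just one of the two criteria; inactive = fails both criteria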;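 also: 0% = median of neutral control wells and 100% = median of positive control wells; values of inactives mirror those of a sister screen read the other way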
V-ATPase pHluor: regulators of yeast V-ATPase proton transport; S. cerevisiae, pHLuorin cytosolic pH fluorescence; response, % at 10 µM; actives 0.37% (n = 350,000); in the data active = response mostly above about 7.3%, no sharp cut-off; inactive = mostly below about 5.4%; also: actives read high; inactives centre near 0; some compounds called inactive have numbers as strong as hits; reference of the scale not given here
HTR5A ag ctr: activates human HTR5A in OPRM1-OPRD1 agonist counter-screen; P47898; HTR5A agonist assay, luminescence, cell-based; activation, % at 9.3 µM; actives 0.61% (n = 340,000); AID 504692; in the data active = activation mostly above about 9.5%, no sharp cut-off; inactive = mostly below about 7.6%;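 also: 0% = cells with vehicle only and 100% = reference agonist; strong numbers were not always called active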
Target sequence (P47898 whole entry, looked up): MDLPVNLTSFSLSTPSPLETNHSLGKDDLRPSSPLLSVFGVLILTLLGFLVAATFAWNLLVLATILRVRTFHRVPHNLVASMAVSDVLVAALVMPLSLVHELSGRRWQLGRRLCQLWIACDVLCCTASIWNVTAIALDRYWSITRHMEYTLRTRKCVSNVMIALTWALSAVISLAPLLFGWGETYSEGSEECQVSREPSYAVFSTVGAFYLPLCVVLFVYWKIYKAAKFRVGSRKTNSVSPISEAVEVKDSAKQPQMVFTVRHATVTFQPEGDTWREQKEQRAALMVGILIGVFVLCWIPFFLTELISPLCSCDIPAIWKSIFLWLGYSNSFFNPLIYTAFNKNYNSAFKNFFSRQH
MITF TRPM1 HTS: MITF TRPM1 promoter activation in melanoma cells; SK-MEL-5 TRPM1-promoter luciferase, 24 h; % of positive control, neutral wells = 0; activation, % at 12.5 µM; actives 0.75% (n = 300,000); AID 588334;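 active = mean activation of at least 80% with every replicate also reaching 80%; inconclusive = mean reaches 80% but some replicate falls short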;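 also: 0% = neutral control wells and 100% = parthenolide positive control wells; values of inactives mirror those of a sister screen read the other way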
HTR5A inv ag: HTR5A inverse agonism, opioid heterodimer counter-screen | actives 0.083% (n = 340,000) | inhibition, % at 9.3 µM | P47898 | HTR5A cell line, luminescence; in the data active = inhibition mostly above about 23%, no sharp cut-off; inactive = mostly below about 18%;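 also: 0% = cells with DMSO and 100% = no-cell wells with DMSO; some compounds called inactive have numbers as strong as hits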
CDK5 inh: inhibitors of human CDK5/p35 kinase; inhibition, % at 10 µM; Recombinant CDK5/p35, ADP-Glo luminescence, 60 min; AID 488839; actives 0.01% (n = 330,000);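 active = highest replicate inhibition of at least 50% and at least 75% of replicates reaching 50%; inconclusive = only one of the two criteria met; inactive = both criteria failed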;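 also: plate controls were DMSO neutral control for no effect and GW8510 at 10 µM for full effect; many of its hits are not listed in these tables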
Target sequence (Q00535 whole entry, looked up): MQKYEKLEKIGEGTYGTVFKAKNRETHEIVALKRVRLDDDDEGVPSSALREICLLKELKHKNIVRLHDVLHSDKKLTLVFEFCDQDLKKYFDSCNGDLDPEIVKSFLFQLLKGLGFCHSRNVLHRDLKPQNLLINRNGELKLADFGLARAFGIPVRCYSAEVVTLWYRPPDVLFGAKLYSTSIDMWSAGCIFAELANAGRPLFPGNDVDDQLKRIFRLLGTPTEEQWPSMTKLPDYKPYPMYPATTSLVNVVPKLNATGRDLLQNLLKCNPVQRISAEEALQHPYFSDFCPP
Target sequence (Q15078 whole entry, looked up): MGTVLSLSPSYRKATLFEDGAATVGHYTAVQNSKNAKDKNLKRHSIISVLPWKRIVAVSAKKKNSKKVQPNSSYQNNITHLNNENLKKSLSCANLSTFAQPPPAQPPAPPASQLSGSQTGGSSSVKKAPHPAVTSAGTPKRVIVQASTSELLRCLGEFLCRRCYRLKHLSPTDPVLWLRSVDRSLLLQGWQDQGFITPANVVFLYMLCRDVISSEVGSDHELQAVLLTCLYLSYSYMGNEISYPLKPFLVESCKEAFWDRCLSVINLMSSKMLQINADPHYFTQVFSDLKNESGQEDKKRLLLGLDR
NSD2 HMT inh: NSD2 (human) methyltransferase inhibition; inhibition, % at 12.5 µM; actives 0.54% (n = 310,000); O96028; AID 743445; NSD2 peptide methylation, AlphaScreen, 120 min; in the data active = inhibition above about 50%
The depositor's hits bear a star; ? = inconclusive; . = not tested or not shown.

SMILES	dFosB activator	Wnt bcat act	PvdQ acylase	SR-BI DiI inh	V-ATPase pHluor	HTR5A ag ctr	MITF TRPM1 HTS	HTR5A inv ag	CDK5 inh	NSD2 HMT inh
O=C(COc1coc(CN2CCN(c3ccccc3)CC2)cc1=O)Nc1ccccc1F	-11	-2	6	-6	-5	-5	-2	11	-0.2	0
COC(=O)c1ccc(NC(=O)Nc2cccc(F)c2)cc1	-6	.	-13	16	-1	-5	46	12	-0.5	1
CCOC(=O)C1CCCN(C(=O)C(=O)Nc2ccc3nc4n(c(=O)c3c2)CCCCC4)C1 (centres undefined)	-8	1	7	-2	-1	3	.	-8	0.1	.
CCC(C)c1ccccc1NC(=O)C(C)OC(=O)c1ccco1 (centres undefined)	3	2	-10	-22	0	-3	0	8	-1.4	0
CCC(c1nc2ccccc2c(=O)n1CCCn1ccnc1)N1C(=O)c2ccccc2C1=O (centres undefined)	-3	2	-11	-22	4	-1	10	14	1.2	3
Cc1ccc(C(=O)Nc2ccc3c(c2)OCO3)cc1S(=O)(=O)N1CCCC1	5	.	-6	37	-6	8	46	-20	0.1	-1
Nc1c(C(=O)c2ccc(Br)s2)oc2ccccc12	-1	35*	-7	12	-1	3	30	1	-0.7	-1
Cc1cccc(-c2c3c(=O)n(C)c(=O)n(C)c3c3nnc4ccccc4n23)c1	3	.	-16	-14	0	2	15	-7	-4.0	35
CC1(C)CC(=O)c2cnc(NC(=O)Cc3ccc(Cl)cc3)nc2C1	4	.	-11	-1	2	-1	-13	1	-0.2	1
CC(=O)c1ccc(NC(=S)NC(C)CCc2ccccc2)cc1 (centres undefined)	-1	0	12	11	5	2	7	7	0.6	-2
Cc1ccc(OCC(=O)N(Cc2cccs2)C2CCS(=O)(=O)C2)cc1C (centres undefined)	-1	-5	-4	16	-3	0	.	4	0.0	0
Cc1ccc(NC(=O)CN(C)C(=O)Cc2c(Cl)cccc2Cl)cc1	-7	-2	1	.	-3	4	11	-12	-0.3	-2
COc1ccc2oc(C(F)(F)C(F)(F)F)cc(=O)c2c1	-11	.	-7	-44	2	-2	5	-38	0.8	-1
CCCn1nc(C(=O)NNC(=O)CCCOc2ccc(OC)cc2)c2ccccc2c1=O	-4	3	-21	11	-4	1	-10	0	1.8	.
O=C(O)C1C2CCC(O2)C1C(=O)Nc1ccc(F)cc1 (centres undefined)	1	-1	-13	-18	0	1	3	-3	-0.8	-1
c1ccc(CN(Cc2ccccc2)c2nn[nH]n2)cc1	-4	-1	2	-35	-2	-5	10	14	0.5	-6
COc1ccc(CCNC(=O)C(=O)c2c(C)[nH]c3ccccc23)cc1	-3	1	9	8	2	-2	5	7	1.5	28
Cc1ccc2c(c1)N(CCCC(=O)NCC1COc3ccccc3O1)C(=O)CO2 (centres undefined)	-7	0	7	10	-4	-3	8	-48	0.7	-9
COc1ccc(-c2cc(-c3ccc(OC)c(OC)c3)n[nH]2)c(O)c1	0	.	-9	55	-1	-1	.	3	0.4	0
O=C(NCC1CCCO1)C1CCCN1C(=O)Nc1ccc(Cl)cc1 (centres undefined)	4	-1	3	-4	-2	1	-9	-4	1.0	-4
O=C(COC(=O)Cc1ccc(F)cc1)Nc1ccc(Cl)cn1	-1	0	-7	-1	0	-3	.	4	4.3	2
CCOC(=O)CC1(c2ccc(OC)c(OC)c2)C(=O)c2ccccc2C1=O	-1	9	-14	-6	2	1	.	-1	-0.1	-4
Cc1cc(Cl)ccc1OCC(=O)N/N=C1\CCCc2ccccc21	-11	.	-12	5	1	1	3	-36	3.1	-7
Cc1cc(Br)ccc1OCCCCNCCO	-11	.	-17	13	-1	-1	17	1	-0.4	6
Cc1cccc(OCCNC(=O)c2ncn[nH]2)c1	4	-2	-18	-11	-4	1	0	-5	-0.4	1
COc1ccc(-n2cc(-c3ccc(C)cc3)[n+]3c2SCC3)cc1	-5	.	-13	3	0	1	-69	-2	0.4	-1
COc1ccc(N(CC(=O)Nc2cc(OC)cc(OC)c2)S(=O)(=O)c2c(C)n[nH]c2C)cc1	-3	2	1	7	-1	-5	-1	-10	-0.7	22
CN(C)CC1CCC/C(=C/c2ccc(Cl)cc2)C1=O (centres undefined)	-7	3	-20	-10	4	5	.	-20	3.4	0
COc1ccc(C)cc1N(CC(=O)NC1CCCC1)C(=O)CCC(=O)Nc1cc(C)on1	-2	.	-3	-17	-4	5	.	2	-0.1	1
CN(CC(=O)Nc1cccc(F)c1)C(=O)C1CSC2(C)CCC(=O)N12 (centres undefined)	-7	-5	7	3	-5	4	11	4	-2.9	-1
O=C(Nc1ccc2[nH]c(=O)[nH]c2c1)c1ccc(Br)o1	7	-1	-6	-8	-1	-1	-1	-8	0.0	1
O=C(c1ccco1)N1CCN(Cc2cccc3ccccc23)CC1	-1	1	3	-2	5	-2	-2	-3	-0.3	10
CCCNC(=O)Nc1cc(S(=O)(=O)CC)ccc1O	3	-2	3	-12	0	-2	.	-42	2.4	-1
Nc1ccc(Oc2ncccn2)c(Cl)c1	6	1	4	-15	-1	4	-9	-14	-0.1	-1
O=C(NC(Cc1c[nH]c2ccccc12)c1nnc2n1CCCCC2)c1ccccc1 (centres undefined)	-12	.	-4	0	3	-2	0	-4	-1.4	-6
Cc1ccc2cc(CN(CCCN3CCOCC3)C(c3nnnn3Cc3ccco3)C(C)C)c(=O)[nH]c2c1C (centres undefined)	-7	.	-16	-47	-3	-2	4	30	1.7	30
Cc1ccc(-c2nc(CN(Cc3cnn(C)c3)C(C)C)c(C)o2)o1	-5	-1	-13	-18	4	3	10	-9	0.0	8
CC(C)n1cc(/C=N/NC(=O)COc2cccc3cccnc23)c2ccccc21	3	-1	-7	56	5	5	7	-13	1.0	0
COc1ccc(C)cc1S(=O)(=O)Nc1ccc2c(c1)OCCO2	-11	-1	-10	-5	-3	-1	11	4	0.8	-4
O=C(c1ccccc1)c1ccccc1N1C(=O)C=CC1=O	-6	-12	-17	.	6	-3	.	15	2.8	3
COCCCNC(NC(=O)c1ccc(Br)cc1)C(Cl)(Cl)Cl (centres undefined)	-4	-2	3	-2	-2	4	4	21	-0.5	-3
C=CCn1c(SCc2nc3sc(C(=O)O)c(C)c3c(=O)[nH]2)nnc1-c1ccc(C(C)(C)C)cc1	-14	-1	-10	-36	1	3	7	-9	0.1	8
Cc1cc(Cc2ccc(N)c(C)c2)ccc1N	-3	6	6	-20	-3	-1	2	2	2.7	-1
CC(OC(=O)Cc1c(F)cccc1Cl)C(=O)NCCC1=CCCCC1 (centres undefined)	-6	0	9	-9	-1	1	-3	7	-0.9	-2
COc1ccc(Cc2nnc(N/N=C/c3ccc(C)o3)[nH]c2=O)cc1	-10	1	-14	-15	0	-2	-7	3	0.7	-1
CCCC(C(=O)NC1CCCC1)N(Cc1ccc(OC)cc1)C(=O)c1snc(C(N)=O)c1N (centres undefined)	-10	0	-11	-32	1	-1	0	-1	-0.3	-2
N#Cc1cccc(NC(=O)CSc2ccccc2)c1	-4	.	1	0	-4	0	29	23	-0.7	10
COc1cccc(Nc2nc(CC(C)=O)ns2)c1	-2	.	-12	-6	-2	19*	14	-51	0.1	-2
COC(=O)c1cccc(NC(=O)CSc2nnc(C)n2Cc2ccccc2)c1	-11	0	-8	15	1	7	-5	-2	3.1	-4
CC1CCCN(C(=O)C2CCN(CC(C)c3ccccc3)CC2)C1 (centres undefined)	-6	.	2	-21	-1	-2	-16	5	0.1	1
New compounds follow.
SMILES	dFosB activator	Wnt bcat act	PvdQ acylase	SR-BI DiI inh	V-ATPase pHluor	HTR5A ag ctr	MITF TRPM1 HTS	HTR5A inv ag	CDK5 inh	NSD2 HMT inh
COc1cc(C(=O)NCCNc2nc3c(C)c(C)ccc3cc2C#N)cc(OC)c1OC	-5	-1	-2	35	5	1	-9	-5	0.5	0
CCOC(=O)c1ccc(NC(=O)c2ccc(CN3CCc4ccccc4C3)cc2)cc1	-5	-2	-14	62	0	9	.	-32	-0.2	4
CCN(CC)CCCN1C(=O)C(=O)/C(=C(/O)c2ccc(OC)cc2)C1c1ccco1 (centres undefined)	-9	13	-3	.	1	0	5	-20	-0.1	.
Nc1cccc(C(=O)Nc2ccc3nc(-c4cccnc4)[nH]c3c2)c1	-3	-1	-19	8	1	2	-11	-17	-0.5	-1
CCS(=O)(=O)N1CCN(Cc2ccc([N+](=O)[O-])cc2)CC1	3	.	-1	.	0	-1	-14	3	-2.2	-2
CCOC(=O)c1c(C)[nH]c(/C(C)=N/O)c1C	0	0	14	9	3	0	-6	-39	1.5	2
O=C(CSc1nnc(Cc2cccs2)n1CCc1ccccc1)N1CCCc2ccccc21	-16	.	18	27	-6	1	-4	-13	-1.3	1
Cc1cc(C)c(S(=O)(=O)c2ccc(Cl)cc2)c(=O)[nH]1	-6	3	-8	-16	0	-2	-8	7	-0.5	-1
COCCn1c(=O)[nH]c2cc(C(=O)NC(C)C)ccc2c1=O	-5	-3	-4	-8	2	0	5	-12	-8.4	10
O=C(O)C(CCc1ccccc1)N1C(=O)c2ccccc2C1=O (centres undefined)	1	2	3	-22	2	-3	2	11	0.3	-1

Among those listed so far, these have bromine.
SMILES	dFosB activator	Wnt bcat act	PvdQ acylase	SR-BI DiI inh	V-ATPase pHluor	HTR5A ag ctr	MITF TRPM1 HTS	HTR5A inv ag	CDK5 inh	NSD2 HMT inh
Nc1c(C(=O)c2ccc(Br)s2)oc2ccccc12	-1	35*	-7	12	-1	3	30	1	-0.7	-1
Cc1cc(Br)ccc1OCCCCNCCO	-11	.	-17	13	-1	-1	17	1	-0.4	6
O=C(Nc1ccc2[nH]c(=O)[nH]c2c1)c1ccc(Br)o1	7	-1	-6	-8	-1	-1	-1	-8	0.0	1
COCCCNC(NC(=O)c1ccc(Br)cc1)C(Cl)(Cl)Cl (centres undefined)	-4	-2	3	-2	-2	4	4	21	-0.5	-3

The list goes on.
SMILES	dFosB activator	Wnt bcat act	PvdQ acylase	SR-BI DiI inh	V-ATPase pHluor	HTR5A ag ctr	MITF TRPM1 HTS	HTR5A inv ag	CDK5 inh	NSD2 HMT inh
O=C1c2ccccc2NC2CCCCCN12 (centres undefined)	2	3	-11	-19	-3	6	4	16	-0.6	-4
Cc1cc(C)n(CC(O)Cn2ccc3ccccc32)n1 (centres undefined)	-5	-2	-17	-7	-6	3	2	19	0.6	-1
N#Cc1ccccc1OCC(=O)NC(=O)NC1CCS(=O)(=O)C1 (centres undefined)	5	8	-5	-21	-1	-3	19	-4	0.3	-2
Cc1ccc(NC(=O)CCn2c(=O)[nH]c3ccsc3c2=O)cc1C	-15	0	2	.	2	0	26	-1	0.8	4
COc1ccc(OC)c(-n2c(Cn3c(-c4ccccn4)nc4ccccc43)n[nH]c2=S)c1	2	-10	-8	-16	-2	1	-10	-4	-0.3	1
CC(=O)Nc1ccccc1OCC(=O)NC1CCCCC1C (centres undefined)	-1	-3	-8	-14	1	5	-7	-15	0.4	-2
Cc1[nH]c2ccccc2c1CC(=O)O	-6	.	-15	1	-1	1	-9	4	-2.0	4
CC(C)(C)S(=O)(=O)c1cnc(-c2ccc(Cl)cc2)nc1N	6	39*	-8	4	-1	2	?	21	0.2	10
O=C(/C=C/c1cccnc1)c1ccc(O)cc1	-6	-4	-4	.	2	-3	-1	9	0.2	27
COC(=O)c1ccc(C(=O)OC)c(NS(C)(=O)=O)c1	2	.	-18	0	2	-2	10	-30	-0.2	.
CCCCn1c(=O)c2ccccc2c2ccccc2c1=O	0	-2	-5	-2	-1	4	-1	-15	-0.7	-8
